# Screens deposited in PubChem BioAssay by several laboratories.
# Mtb BioA inh: M. tuberculosis BioA enzyme inhibitors, primary screen, biochemical, plate reader, single point, HTS | actives 0.096% (n = 360,000) | purified M. tuberculosis BioA enzyme | inhibition, % at 9.99 µM | 7,8-diaminopelargonic acid synthase BioA (Mycobacterium tuberculosis); in the data active means inhibition above about 40%; inconclusive means no clear call, values can overlap the other calls
# BoNT A protease: BoNT/A light chain protease inhibitors, primary screen, biochemical, flow cytometry, MLPCN library. Botulinum neurotoxin type A light chain protease (Clostridium botulinum A str. ATCC 3502). multiplex microsphere protease substrate cleavage. inhibition, % at 10 µM. actives 0.17% (n = 360,000); further: plate controls were buffer without enzyme for full effect and enzyme alone for no effect
# Mtb UGM inh: M. tuberculosis UGM enzyme inhibitors, primary screen, biochemical, fluorescence polarization, single point | UDP-galactopyranose mutase (Mycobacterium tuberculosis (strain ATCC 25618 / H37Rv)), … | purified UGM, fluorescence polarization probe displacement | inhibition, % at 10 µM | actives 0.06% (n = 320,000) | AID 504406, 2011; in the data active means inhibition above about 10%, passing the limit was not always enough; inconclusive means no clear call, values can overlap the other calls
# Mtb FBA inh: Mtb FBA enzyme inhibitors, primary screen, biochemical, fluorescence, strain H37Rv | purified M. tuberculosis FBA, fluorescence read-out | AID 588726, 2011 | actives 2.3% (n = 360,000) | inhibition, % at 1 µM | Fructose-bisphosphate aldolase (Mycobacterium tuberculosis (strain ATCC 25618 / H37Rv)), …; in the data active means inhibition above about 27%;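 further: 0% = vehicle and 100% = reference inhibitor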
# FadD28 binding: inhibitors of FadD28 bisubstrate probe binding, primary screen, biochemical, fluorescence polarization, single point | Mycobacterium tuberculosis FadD28 fatty-acid-AMP ligase | inhibition, % at 12.5 µM | actives 0.22% (n = 360,000) | AID 588549, 2011; in the data active means inhibition above about 8.5%, passing the limit was not always enough; inconclusive means no clear call, values can overlap the other calls
# PfHsp40 rescue: rescue of yeast from PfHsp40 toxicity, primary screen, S. cerevisiae, ATP luminescence. growth rescue, % at 12.5 µM. AID 504582, 2011. actives 0.68% (n = 340,000). S. cerevisiae expressing PfHsp40, growth rescue; in the data active means growth rescue above about 28%, passing the limit was not always enough; inconclusive means no clear call, values can overlap the other calls;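 further: yeast W303a lacking pdr1 and pdr3 grown in galactose medium; growth measured after three days at 30 °C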
# GDH-TPI inh: GDH-TPI coupling enzyme inhibitors, primary screen, artefact control for M. tuberculosis FBA inhibitor project, biochemical, absorbance, full deck; GDH-TPI coupled enzyme counterscreen, NADH absorbance; inhibition, % at 4.8 µM; actives 1.2% (n = 360,000); AID 588335, 2011; in the data active means inhibition above about 30%;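 further: 0% = DMSO wells and 100% = wells lacking the enzyme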
# Anthrax LF prot: Bacillus anthracis LF protease inhibitors, primary screen, biochemical, multiplex microsphere, MLPCN library; inhibition, % at 10 µM; actives 0.12% (n = 360,000); Lethal factor (Bacillus anthracis), P15917; AID 588501, 2011; multiplex microsphere protease cleavage assay; further: plate controls were buffer without enzyme for full effect and enzyme alone for no effect
# Target sequence (P15917 whole entry, looked up): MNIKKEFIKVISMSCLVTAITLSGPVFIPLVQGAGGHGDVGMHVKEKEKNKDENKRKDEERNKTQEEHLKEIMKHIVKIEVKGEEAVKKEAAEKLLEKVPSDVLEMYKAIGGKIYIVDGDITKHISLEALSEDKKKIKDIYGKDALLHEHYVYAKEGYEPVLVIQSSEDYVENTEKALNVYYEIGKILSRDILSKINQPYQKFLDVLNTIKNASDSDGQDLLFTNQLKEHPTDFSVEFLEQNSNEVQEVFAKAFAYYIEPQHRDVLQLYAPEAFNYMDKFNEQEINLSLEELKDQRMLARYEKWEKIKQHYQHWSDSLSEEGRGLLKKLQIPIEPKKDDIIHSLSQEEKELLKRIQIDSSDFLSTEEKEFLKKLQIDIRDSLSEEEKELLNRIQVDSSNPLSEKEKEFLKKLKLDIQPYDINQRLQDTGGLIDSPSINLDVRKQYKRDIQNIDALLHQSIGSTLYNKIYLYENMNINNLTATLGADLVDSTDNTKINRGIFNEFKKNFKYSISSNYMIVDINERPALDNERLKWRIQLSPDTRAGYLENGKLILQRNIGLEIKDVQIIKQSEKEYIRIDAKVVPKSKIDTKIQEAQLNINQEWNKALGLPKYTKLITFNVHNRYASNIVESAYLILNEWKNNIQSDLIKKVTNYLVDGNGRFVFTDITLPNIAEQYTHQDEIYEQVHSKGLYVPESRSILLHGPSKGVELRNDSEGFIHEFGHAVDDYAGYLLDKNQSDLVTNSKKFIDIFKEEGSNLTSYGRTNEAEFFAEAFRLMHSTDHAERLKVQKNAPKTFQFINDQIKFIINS
# BoNT F protease: BoNT/F light chain protease inhibitors, primary screen, biochemical, flow cytometry, MLPCN library; inhibition, % at 10 µM; actives 0.22% (n = 360,000); Botulinum neurotoxin type F light chain protease (Clostridium botulinum); Multiplex microsphere protease cleavage assay; AID 588497, 2011; in the data active means inhibition above about 35%, passing the limit was not always enough; inconclusive means no clear call, values can overlap the other calls; further: plate controls were buffer without enzyme for full effect and enzyme alone for no effect
# * = called active by the depositor; ? = inconclusive; · = not tested or not shown; & = joins results of further samples. Unless noted, no stated cut-off is given here; in the data, active means inhibition above about 30%; inconclusive means no clear call, values can overlap the other calls; inactive means below that.
SMILES,Mtb BioA inh,BoNT A protease,Mtb UGM inh,Mtb FBA inh,FadD28 binding,PfHsp40 rescue,GDH-TPI inh,Anthrax LF prot,BoNT F protease
CC(=O)C1=C(O)C(=O)N(Cc2ccccc2)C1c1ccc([N+](=O)[O-])cc1 (configuration not stated),·,2.1,0.8,0,-0.4,0.4,1,2,9
N#C/C(=C/c1ccc(O)c(O)c1)c1nc2ccccc2[nH]1,-3.3,-2.5,-2.9,-19,12*,0.2,23,-16,?
COc1ccccc1-c1nnc2sc(-c3cc4ccccc4o3)nn12,-0.4,3.9,-0.3,0,-5.2,-0.3,5,6,22
COc1ccc(S(=O)(=O)Nc2ccc(S(=O)(=O)N(C)C)cc2)cc1[N+](=O)[O-],·,-0.4,-5.7,3,-1.3,0.8,4,0,2
COc1cc(C2C(C#N)=C(N)Oc3n[nH]c(-c4ccncc4)c32)cc(OC)c1OC (configuration not stated),-1.1,0.7,2.6,2,-0.1,-1.2,4,1,-16
CNC(=S)N1N=C(c2ccc(C)cc2)CC1c1ccc(Cl)cc1 (configuration not stated),0.2,-1.7,0.0,3,-1.4,-0.1,4,-3,-4
COc1ccc(CCNC(=O)CCCOc2ccc(Cl)cc2)cc1OC,-1.0,-3.7,1.1,-2,-1.2,-0.3,0,14,?
O=C(Nc1ccc(Cl)c([N+](=O)[O-])c1)c1ccncc1,·,-0.4,-4.3,-3,-1.9,0.2,8,1,-5
Cc1ccc(-c2nn(-c3ccccc3)cc2C2SCC(=O)N2Cc2ccccc2)o1 (configuration not stated),-0.9,-0.7,0.4,4,-1.3,-1.0,0,0,1
O=c1c2ccccc2nc(CNc2ccccc2)n1-c1ccccc1,0.0,·,-0.2,-2,-3.1,-1.6,-8,·,·
COCc1cc(C)c(C#N)c(=S)[nH]1,0.1,0.5,1.2,3,-3.2,-1.9,6,2,-1
COC(OC)C1Nc2ccccc2C(=O)N1c1ccc(F)cc1 (configuration not stated),-0.4,?,·,6,-0.8,0.3,5,?,?
O=C1NC(=S)N/C1=C/c1cc([N+](=O)[O-])ccc1O,0.5,0.4,-2.8,-21,2.8,-0.4,34*,4,5
CC(C(=O)OCC(=O)N1CCN(c2ccccc2)CC1)N1C(=O)c2ccccc2C1=O (configuration not stated),-2.0,4.4,-0.6,2,-1.1,-0.1,9,5,19
Cc1cccc(OCC(O)CN2CC2)c1 (configuration not stated),-0.9,-0.6,·,-1,-9.0,·,7,-3,-26
CC(C)c1ccc(NC(=O)Nc2nc(C(N)c3ccccc3Cl)cs2)cc1 (configuration not stated),-0.7,-0.3,·,-1,-2.8,·,-6,-6,-10
Cc1ccc(/C=C/C(=O)OCC(=O)NC(=O)NCc2ccco2)cc1,1.0,0.0,2.1,-1,-3.9,-1.0,11,2,0
CCCCc1nc(SCC(=O)N2CCOCC2)c2c(=O)n(C)c(=O)n(C)c2n1,0.5,3.4,2.6,2,0.3,0.4,1,-3,6
COc1ccc(C)cc1NC(=O)c1ccc(NC(=O)CC2SC(N3CCCC3)=NC2=O)cc1 (configuration not stated),-2.8,0.2,-1.6,-5,-0.1,-2.6,6,-7,0
C[C@]12C(=O)N(c3ccc(Cl)cc3)C(=O)N1[C@@H]1c3ccccc3OC[C@@H]1[C@H]2c1ccccc1,-0.9,-0.8,1.3,2,-1.9,1.2,5,4,-4
CCC(CC)NC(=O)CN1CCN(S(=O)(=O)c2ccc(Br)s2)CC1,0.0,4.5,·,1,-1.1,0.8,-11,-1,10
CCOC(=O)CSc1nc(C)c(CC)c(C)c1C(N)=O,-0.1,-0.7,-0.9,-1,-2.7,-1.3,-9,0,-4
N#Cc1ccccc1NC(=O)CN(Cc1ccccc1)Cc1ccccc1,-0.9,-2.1,2.6,2,-3.5,0.8,8,-9,2
O=C(O)c1ccc(CS(=O)(=O)Cc2ccccc2F)o1,·,-0.8,-0.2,1,-4.4,0.4,5,-4,-6
O=C(c1ccco1)N1CCN(C(=O)N2c3ccccc3Sc3ccccc32)CC1,-1.0,0.7,-1.5,-2,-4.0,4.1,-4,0,-2
Nc1c(C(=O)N/N=C/c2cccnc2)oc2nc(-c3ccccc3)cc(-c3ccco3)c12,-0.7,-3.9,0.7,7,-1.9,0.9,10,-11,?
COc1ccc(OC)c(NC(=O)CSc2ccc(-c3cccnc3)nn2)c1,2.9,0.4,3.2,4,-0.3,0.4,-6,2,7
Cc1csc(Sc2nc3c(c(=O)[nH]c(=O)n3C)n2CCCc2ccccc2)n1,2.7,1.0,1.3,0,-1.7,4.8,4,-3,6
Cc1ccc(S(=O)(=O)N2C[C@H]3C(=O)C[C@@H](c4cccc(Cl)c4)N(S(=O)(=O)c4ccc(C)cc4)[C@H]3C[C@H]2c2cccc(Cl)c2)cc1,2.5,0.1,·,1,-1.8,·,9,-5,3
CCOC(=O)c1cnn2c(N)c(C#N)cnc12,·,-0.8,-0.7,29*,1.2,0.1,26,0,-4
CCCn1nc2cc(C(=O)NC3CCCc4ccccc43)ccc2c1OCC (configuration not stated),2.9,0.4,0.8,56*,-0.7,3.1,-8,1,3
CCOC(=O)C1(Cc2ccc(Cl)cc2)CCN(C(=O)c2ccoc2)CC1,·,-0.6,0.6,-7,-4.2,1.2,-8,-3,-3
CC(C)c1ccc(NC(=O)c2ccc(NC3=NC4CS(=O)(=O)CC4S3)cc2)cc1 (configuration not stated),-0.7,0.4,-3.5,0,-0.9,-0.4,-10,-9,-7
COc1ccc(OC(=O)N(C)C[C@@H]2OCc3cn(nn3)CCCC(=O)N([C@H](C)CO)C[C@H]2C)cc1,1.0&-1.2,0.7,·,-2,-0.4,·,·,5,7
CC(OC(=O)c1cccc(N(C)C)c1)C(=O)N1CCc2ccccc2C1 (configuration not stated),·,0.3,3.0,-2,-3.4,-1.3,4,-7,-3
CC(=O)NC(c1ccc(F)c(F)c1)c1nc(-c2ccc(C)c(C)c2)cs1 (configuration not stated),-0.9,0.5,·,0,-1.5,·,2,-5,-2

# Overlap with the part before: six entries, then new ones.
SMILES,Mtb BioA inh,BoNT A protease,Mtb UGM inh,Mtb FBA inh,FadD28 binding,PfHsp40 rescue,GDH-TPI inh,Anthrax LF prot,BoNT F protease
CCCn1nc2cc(C(=O)NC3CCCc4ccccc43)ccc2c1OCC (configuration not stated),2.9,0.4,0.8,56*,-0.7,3.1,-8,1,3
CCOC(=O)C1(Cc2ccc(Cl)cc2)CCN(C(=O)c2ccoc2)CC1,·,-0.6,0.6,-7,-4.2,1.2,-8,-3,-3
CC(C)c1ccc(NC(=O)c2ccc(NC3=NC4CS(=O)(=O)CC4S3)cc2)cc1 (configuration not stated),-0.7,0.4,-3.5,0,-0.9,-0.4,-10,-9,-7
COc1ccc(OC(=O)N(C)C[C@@H]2OCc3cn(nn3)CCCC(=O)N([C@H](C)CO)C[C@H]2C)cc1,1.0&-1.2,0.7,·,-2,-0.4,·,·,5,7
CC(OC(=O)c1cccc(N(C)C)c1)C(=O)N1CCc2ccccc2C1 (configuration not stated),·,0.3,3.0,-2,-3.4,-1.3,4,-7,-3
CC(=O)NC(c1ccc(F)c(F)c1)c1nc(-c2ccc(C)c(C)c2)cs1 (configuration not stated),-0.9,0.5,·,0,-1.5,·,2,-5,-2
CC(Sc1ccccc1)C(=O)N1CCN(S(=O)(=O)c2ccccc2F)CC1 (configuration not stated),-0.9,1.8,-3.9,3,-1.7,-1.2,5,-2,-2
CCOc1ccc(N(CC(=O)NCCCOC)S(C)(=O)=O)cc1,-2.6,0.2,-0.1,-4,-4.2,-0.2,-13,5,-8
CCOC(=O)N1CCC(NC(=O)c2cccnc2SC)CC1,-0.9,0.0,-0.1,0,-0.6,-0.1,1,-1,-2
Oc1c(N=NC(=S)Nc2ccccc2F)c2ccccc2n1Cc1ccc(Cl)cc1,·,8.4,-0.8,-5,-3.2,0.3,-13,-1,-1
O=C(CSC1=NCCS1)Nc1nc2c(s1)CCCC2,0.5,8.3,0.1,-2,-0.9,0.2,16,-5,12
CCCN1C(=O)c2ccccc2NC1c1ccc(O)c(OCC)c1 (configuration not stated),·,-8.5,0.1,45*,-5.3,-1.4,6,-9,?
CCC1CCCCN1CCCNC(=O)CN1C(=O)CSc2ccc(S(=O)(=O)N3CCC(C)CC3)cc21 (configuration not stated),-2.2,-0.8,-1.9,-3,-2.2,-0.2,4,1,6
O=C(NC1CC1)C1CCC(=O)N1C1CCCC1 (configuration not stated),-1.2,-0.8,2.5,2,-3.2,1.1,0,-8,4
CN(CCc1ccccc1)C(=O)c1ccc(NC(=O)Cc2ccc(NC(=O)C3CCN(C(=O)C4CCC4)CC3)cc2)cc1,0.6,0.6,·,-3,-4.1,0.4,-1,-1,2
CSc1ccccc1OCc1cc(C(=O)N2CCc3sccc3C2)no1,0.1,0.0,-0.5,2,1.1,0.8,-1,-1,-2
O=C1C2C3C=CC(C3)C2C(=O)N1c1n[nH]c(-c2cccnc2)n1 (configuration not stated),·,-1.3,0.5,-5,0.0,1.2,-7,-4,-14
Cc1ccc(-n2nc3c(N4CCC(C(=O)NCCc5ccco5)CC4)nnc(C)c3c2C)cc1,7.4,-0.7,0.3,4,0.6,1.0,11,-1,-9
CCOc1c(OC)ccc2c3c(c(=O)oc12)CCCC3,·,1.3,1.1,19,-1.3,1.8,9,-3,3
COc1cc(/C=N/NC(=O)c2sc(N)c(C#N)c2C)ccc1O,·,-0.6,-0.3,-4,-1.5,0.6,61*,-4,-2
O=C(c1ccc(Cl)nc1)N1CCN(C/C=C/c2ccccc2)CC1,·,0.4,3.0,3,-2.9,0.2,1,-1,2
OC[C@@H]1CN(Cc2ccc(Cl)cc2)C[C@H](n2cnc3c(NCc4ccco4)ncnc32)O1,-0.5,-0.7,·,1,-4.0,·,11,-1,0
CCCN(CCC)CC(=O)N1CC(=O)Nc2ccccc21,-0.7,0.2,2.3,3,-0.9,-0.1,1,-6,-31
C[N+](C)(C)CC(O)CC(=O)O (configuration not stated),0.3,-0.2,-1.2,-3,-0.8,-0.3,5,0,-11
Cc1ccc2c(c1)c1nnc(SCC(=O)Nc3ccccc3C(F)(F)F)nc1n2CC(=O)O,·,-0.5,-0.1,0,-1.0,·,14,2,7
COc1ccc(S(=O)(=O)N2CCC(C(=O)NCCC(=O)Nc3ccc(Cl)cc3)CC2)cc1,-1.3,-0.8,-1.9,1,-1.9,0.2,10,-2,-1
COc1ccc(S(=O)(=O)N(C)CC(=O)NCCC2=CCCCC2)cc1OC,-0.7,0.3,-2.0,2,-1.8,0.1,20,0,7
Cc1cc(C)c2c(Cn3ccnc3)cc(=O)oc2c1,-0.2,-4.2,3.8,0,-2.4,0.7,-1,-7,-4
CCN(CC)C(=O)c1cc(Cl)ccc1NC(=O)c1ccco1,0.4,-0.9,2.0,6,-2.1,-2.3,10,0,-8
Cc1c(C(=O)N2CCC(Cc3ccccc3)CC2)cccc1[N+](=O)[O-],·,-0.4,0.4,4,2.1,-0.2,1,-2,1
CCCOc1ccc(-c2nnc(-c3ccncc3)o2)cc1,-1.9,0.1,1.8,3,-0.6,-0.4,7,6,2
COc1cccc(/C(O)=C2/C(=O)C(=O)N(CCN(C)C)C2c2ccc(Br)cc2)c1 (configuration not stated),-4.6,0.8,-0.8,-11,-4.3,-1.4,6,-1,-6
